PAFAH2 inh: PAFAH2 enzyme inhibitors, primary screen, biochemical, fluorescence polarization, human; AID 492956, 2010; recombinant PAFAH2, FP-rhodamine activity probe; 340,000 compounds, 0.99% hits; inhibition, % at 3.39 µM;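 active means inhibition above the mean over all tested compounds plus 3 SD, cut at about 30% in these data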;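 further: inhibitors block probe labeling of enzyme so polarization drops; 0% = enzyme with DMSO and 100% = wells lacking PAFAH2 protein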
core dimer inh: inhibitors of HCV core protein dimerization, primary screen, biochemical, TR-FRET, high-throughput; TR-FRET GST/Flag-core106 dimerization, 1536-well; AID 1899, 2009; inhibition, % at 5 µM; 300,000 compounds, 0.33% hits;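 active means inhibition above the mean of all tested compounds plus 3 SD, set per screening campaign, cut at about 45% in these data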
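System: GST/Flag-tagged HCV core106 proteins. Incubation: compound-protein-antibody incubation 4 h at 22.5 °C. Technique: HTRF with 340 nm excitation, 617/671 nm emission. Medium: KF-containing HEPES buffer, pH 7.45, DTT, CHAPS, BSA. Read-out: inhibition (%) from 671 over 617 nm ratio. Also added: Eu(K)-anti-GST 90 ng/mL plus XL665-anti-Flag 1 µg/mL.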
PP1 inh: PP1-alpha phosphatase inhibitors, primary screen, counter-screen for PP5 inhibitor project, biochemical, fluorescence, OMFP substrate, single point; purified PP1alpha; inhibition, % at 6.7 µM; 320,000 compounds, 0.9% hits;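 active means inhibition above the mean inhibition of all tested compounds plus 3 SD, computed separately for each screening campaign, cut at about 15% in these data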
Target sequence (P62136 whole entry, looked up): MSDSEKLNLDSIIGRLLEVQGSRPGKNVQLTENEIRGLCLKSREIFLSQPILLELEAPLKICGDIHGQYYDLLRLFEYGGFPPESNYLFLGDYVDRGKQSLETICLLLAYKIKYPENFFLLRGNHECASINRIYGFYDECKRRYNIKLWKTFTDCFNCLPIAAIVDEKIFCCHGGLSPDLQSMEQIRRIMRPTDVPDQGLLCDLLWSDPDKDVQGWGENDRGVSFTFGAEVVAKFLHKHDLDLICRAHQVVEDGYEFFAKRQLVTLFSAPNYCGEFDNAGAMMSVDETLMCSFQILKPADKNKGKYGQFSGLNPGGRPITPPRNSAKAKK
CTSL1 counter: Fasciola hepatica cathepsin L1 inhibitors, primary screen, counter-screen for PFM18AAP inhibitor project, biochemical, QFRET, fluorogenic peptide substrate; recombinant F. hepatica cathepsin L1, Z-Leu-Arg-MCA fluorescence; AID 1906, 2009; inhibition, % at 5.96 µM; 300,000 compounds, 0.49% hits;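 active means inhibition above the mean of all tested compounds plus 3 SD, set per screening campaign, cut at about 17% in these data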;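 further: 0% = plate median of test compound wells and 100% = 1 µM Z-Phe-Ala-diazomethylketone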
proCasp3 act: activators of human procaspase-3 D3A mutant, primary screen, biochemical, absorbance, PC-3 D3A mutant, single concentration | 330,000 compounds, 0.11% hits | activation, % at 8.5 µM | AID 463141, 2010 | recombinant procaspase-3 D3A, Ac-DEVD-pNA absorbance 405 nm;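 active means activation above the mean of all tested compounds plus 3 SD, cut at about 21% in these data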;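 further: 0% = DMSO alone and 100% = DMSO wells spiked with extra 5 µM PC-3 D3A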
Target sequence (P42574 whole entry D9A/D28A/D175A): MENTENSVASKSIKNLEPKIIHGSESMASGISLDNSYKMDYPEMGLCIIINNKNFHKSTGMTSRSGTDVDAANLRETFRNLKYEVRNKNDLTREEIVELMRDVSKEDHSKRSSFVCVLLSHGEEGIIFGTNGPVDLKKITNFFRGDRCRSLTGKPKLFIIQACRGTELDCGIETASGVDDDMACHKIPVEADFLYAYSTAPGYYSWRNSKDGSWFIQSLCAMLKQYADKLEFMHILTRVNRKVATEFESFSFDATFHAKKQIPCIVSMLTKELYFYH
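Assay system – Procaspase-3 D3A mutant, all three cleavage aspartates alanine · Controls – DMSO-only low control, 5 µM PC-3 D3A high control · Schedule – 1 h compound preincubation, 2 h substrate hydrolysis at 25 °C · Signal – 405 nm absorbance of p-nitroaniline, reads at 0 and 120 min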
AHR act: AHR activators, primary screen, cell-based, luminescence, luciferase reporter, human; AHR-responsive luciferase reporter cells; activation, % at 5 µM; 320,000 compounds, 2.5% hits; in the data active means activation above about 47%;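 further: 0% = vehicle wells and 100% = reference agonist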
PP5 inh: PP5 phosphatase inhibitors, primary screen, biochemical, fluorescence. inhibition, % at 6.7 µM. AID 1987, 2009. purified PP5c, OMFP substrate fluorescence. 320,000 compounds, 0.18% hits. Serine/threonine-protein phosphatase 5 (Homo sapiens), P53041;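 active means inhibition above the campaign's mean inhibition across all tested compounds plus 3 SD, cut at about 9.5% in these data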;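 further: 0% = DMSO only and 100% = 100 µM cantharidin control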
procasp7 counter: procaspase-7 activators, primary screen, counter-screen for procaspase-3 activator project, biochemical, absorbance, HTS, human | activation, % at 8.5 µM | recombinant procaspase-7, Ac-DEVD-pNA absorbance 405 nm; D23A/D198A/D206A triple mutant, cannot self-cleave; scale: DMSO 0, 5 µM enzyme 100 | 330,000 compounds, 0.093% hits;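 active means percent activation above the screen-wide mean plus 3 SD, cut at about 25% in these data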
Target sequence (P55210 whole entry D23A/D198A/D206A): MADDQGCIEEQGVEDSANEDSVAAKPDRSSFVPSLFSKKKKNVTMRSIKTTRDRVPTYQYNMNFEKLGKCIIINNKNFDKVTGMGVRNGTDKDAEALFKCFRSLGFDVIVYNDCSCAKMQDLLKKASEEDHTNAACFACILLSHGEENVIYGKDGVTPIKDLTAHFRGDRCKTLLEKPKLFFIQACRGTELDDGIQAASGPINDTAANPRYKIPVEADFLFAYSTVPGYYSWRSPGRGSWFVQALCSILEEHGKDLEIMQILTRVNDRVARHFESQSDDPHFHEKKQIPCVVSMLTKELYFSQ
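Assay system: Uncleavable procaspase-7 mutant enzyme | Input: 2 µM procaspase-7 mutant as dispensed | Timing: 1 h compound preincubation, 2 h substrate cleavage, 25 °C | Repeats: One well per compound | Control set: DMSO wells as 0%, DMSO with 5 µM added PC-7 as 100% | Technique: Epi-absorbance of released pNA at 405 nm, two timepoints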
TPT1 inhibitor: Candida albicans TPT1 enzyme inhibitors, primary screen, biochemical, fluorescence polarization; recombinant caTPT1, FP RNA substrate dephosphorylation; 300,000 compounds, 0.81% hits; tRNA 2'-phosphotransferase TPT1 (Candida albicans SC5314); inhibition, % at 5 µM;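 active means inhibition above the mean of all tested compounds plus 3 SD, set per screening campaign, cut at about 24% in these data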;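 further: plate controls were DMSO alone for no effect and ferristatin control at 100 nM for full effect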
* hit, by the source's call; . = no result given.

Below each compound: PAFAH2 inh	core dimer inh	PP1 inh	CTSL1 counter	proCasp3 act	AHR act	PP5 inh	procasp7 counter	TPT1 inhibitor
FC(F)(F)c1cccc(-c2ccc(-c3csnn3)o2)c1
→ -9	0	-1	2	0	11	6.2	3	-3
O=C(Nc1ccc(S(=O)(=O)Nc2ccc(Cl)cc2)cc1)C1CCCO1 (stereo unspecified)
→ 3	1	-1	-2	5	-1	0.9	10	-2
Cc1cnc(NC(=O)C(C)N2CCN(C)CC2)s1 (stereo unspecified)
→ 4	-4	2	-4	1	1	-3.4	11	0
O=S(=O)(c1ccc(Cl)cc1)N1CCN=C1SCc1cccnc1
→ 11	13	-4	0	3	0	0.0	11	-1
COc1ccc(CNC(=O)CSc2nnc(C)c(=O)[nH]2)cc1
→ -3	-2	-3	-1	1	0	-2.5	0	1
C=CCNC(=O)[C@@H]1CSC2c3ccc(OC)c(OC)c3C(=O)N21 (stereo partly specified)
→ -2	8	0	-2	2	1	1.0	4	-1
COc1ccc(Nc2nc(Cl)nc(Nc3ccc(OC)cc3)n2)cc1
→ -4	4	8	-3	-4	25	2.9	-5	-2
S=C(Nc1ccc(Cl)cc1)N1CCCCC1
→ -1	-11	0	3	-4	6	0.2	0	-8
CCc1ncc(CN2CCCC(C(=O)Nc3ccc(-c4cscn4)cc3)C2)cn1 (stereo unspecified)
→ 1	1	2	-5	-2	3	1.2	0	0
O=C(O)c1ccc(COc2ccccc2[N+](=O)[O-])o1
→ 5	-2	-3	2	-1	5	0.4	-1	-1
Cc1cccc(/C=N/NC(=O)c2ccc(NC(=O)c3ccc(F)cc3)cc2)n1
→ -9	-1	1	1	2	-2	-2.5	13	1
Cn1c(=O)c2c(nc(N3CCCCCC3)n2CC(O)COc2ccccc2)n(C)c1=O (stereo unspecified)
→ -4	0	-3	2	-3	1	0.6	-12	1
O=C(NCc1csc(-c2cccs2)n1)c1ccsc1
→ -1	2	-5	2	4	1	0.6	5	-1
Cc1ccc(OCC(=O)OCc2c(C)noc2C)cc1C
→ 3	-3	-3	2	-3	0	0.8	-8	-7
CCOC(=O)C1=C(N)OC2=C(C(=O)CC(C)(C)C2)C1C1CCCCC1 (stereo unspecified)
→ 6	5	-1	6	2	-4	0.1	4	-3
O=C(COC(=O)c1c2c(nc3ccccc13)CCCC2)c1cccs1
→ 11	-5	1	2	1	9	2.2	1	-1
COc1cc(SC)ccc1C(=O)Nc1nc(C)cs1
→ 6	0	-3	2	5	0	-2.0	10	4
COc1cccc2cc(C(C)N(CCCN3CCOCC3)C(=S)Nc3ccccc3C)oc12 (stereo unspecified)
→ 0	3	-2	7	-3	1	0.5	-2	1
O=C(c1ccc(COc2c(F)c(F)cc(F)c2F)o1)N1CCN(c2ccccc2)CC1
→ 15	-2	1	-2	2	0	6.7	3	0
O=C(O)COc1ccc(/C=N/NC(=O)Cc2ccc(Cl)cc2)cc1
→ -1	1	4	2	7	3	0.3	3	-2
O=C(c1ccc(Cl)c(S(=O)(=O)N2CCCCC2)c1)N1CCCC(C(F)(F)F)C1 (stereo unspecified)
→ 1	.	-2	.	-4	2	1.6	3	.
COc1ccccc1C(=O)OCCNC(=O)Cn1cnc2c1c(=O)n(C)c(=O)n2C
→ 5	0	-3	1	-6	1	-0.1	4	0
Cc1c(Cl)cccc1NC(=S)Nc1ccc2[nH]c(=O)[nH]c2c1
→ 1	-4	-5	-3	-9	14	7.0	-19	-1
CCC(C)c1ccc(-n2c(=O)c3ccccc3n3c(=S)[nH]nc23)cc1 (stereo unspecified)
→ 6	5	-1	-2	-1	0	-2.3	-8	-4
C=CCN1C(=O)/C(=C/c2ccc(-c3ccc(F)cc3)o2)SC1=S
→ -2	22	0	0	6	9	0.4	-1	81*
COc1ccc(S(=O)(=O)NCC2CCCN(Cc3cccnc3)C2)cc1 (stereo unspecified)
→ -2	3	0	-2	-5	9	-2.4	-4	-3
COc1ccccc1OCC(=O)N1CCC2(CC1)CC(=O)c1ccccc1O2
→ 1	1	0	7	0	1	1.0	-5	2
CC(C)OCCCn1c(=N)c(C(N)=S)cc2c(=O)n3ccccc3nc21
→ 8	12	7	1	-27	2	-0.5	-25	9
Cc1cc(NC(=O)C2COc3ccccc3O2)no1 (stereo unspecified)
→ -4	-3	4	0	15	-2	2.7	14	-6
O=c1c(Cc2c(F)cccc2Cl)c(O)ccn1CCCn1ccnc1
→ 3	0	-3	1	1	12	-1.2	9	-1
CC(C)(C)c1ccc(-c2noc(CCC(=O)Nc3cccnc3)n2)cc1
→ 0	-5	4	0	0	-8	3.8	2	-1
NC(=O)c1ccc(NC(=O)Cn2c(=O)n(-c3ccccc3)c(=O)c3oc4ccccc4c32)cc1
→ 6	-3	-3	-2	9	0	-0.3	-3	3
COc1ccccc1CN1CC(C(=O)NCc2cccnc2)CC1=O (stereo unspecified)
→ 4	-3	-2	-4	3	0	1.5	-10	-1
COC(=O)c1ccc(OCC(=O)c2ccc(O)cc2O)cc1
→ 6	4	-2	1	8	-6	1.0	1	1
COc1ccc(NC(=O)c2cc(-c3ccc(C)o3)nc3ccccc23)cc1
→ 10	18	-2	4	-5	24	3.4	-23	2
CC(C)S(=O)(=O)C1=NSC2=NC(=O)/C(=C\c3ccc(-c4ccccc4)o3)C(=N)N21
→ -5	2	4	6	-22	8	5.0	2	12
COc1ccccc1NC(=S)NC(=O)CCc1ccccc1
→ 2	9	6	0	0	9	3.8	-14	-3
N/C(=N\OCc1ccccc1)c1nonc1N
→ -2	-3	-3	2	1	19	1.1	7	0
Cn1cccc1C(=O)NC(=O)CSc1cccc[n+]1[O-]
→ 3	8	0	1	-2	6	-0.5	-2	0
COc1ccc([N+](=O)[O-])cc1NC(=O)CCSCCc1ccccn1
→ 1	3	-1	-2	2	9	1.6	-3	0
CC(C)C(=O)Nc1cccc(NC(=O)c2cccc(Br)c2)c1
→ -1	-12	1	1	6	6	-0.8	4	-2
Cc1sc(N/N=C/c2cccnc2)nc1-c1ccc(Cl)cc1
→ 2	-2	6	3	-4	-7	-0.3	-14	-2
O=C(CSc1nnc(-c2cnccn2)n1Cc1ccco1)Nc1ccc(Br)cc1
→ 4	2	1	0	8	2	0.3	4	-2
S=C(Nc1ccccc1)Nc1nccs1
→ -12	-1	0	-1	-19	7	0.2	-7	0
O=C(Nc1ccccc1F)Nc1ccc([N+](=O)[O-])cc1Cl
→ -17	1	0	7	-9	3	4.3	-1	3
C[C@H](NC(=O)c1nc[nH]c1C(=O)N1CCN(C(=O)OC(C)(C)C)CC1)C(=O)OC(C)(C)C
→ -2	-7	-4	-2	-2	3	1.1	-13	-2
C/C(=N\NC(=O)c1nn(C)c(C)c1Br)c1ccc(NC(=O)c2ccoc2C)cc1
→ -3	2	-1	5	-1	6	-1.3	-5	5
CCOC(=O)CNC(=O)c1sc(NC(=O)c2ccccc2F)nc1C
→ 0	-7	-2	4	3	9	1.1	1	-1
COc1cccc(NC(=O)CN(C)C(=O)c2ccccc2Sc2ccccc2C#N)c1
→ 5	.	0	.	2	4	-1.8	4	.
CCOC(=O)c1sc(=S)n(-c2ccccc2OC)c1N
→ -3	-1	-4	-1	-10	7	1.9	-9	4

Going on with the list:
Below each compound: PAFAH2 inh	core dimer inh	PP1 inh	CTSL1 counter	proCasp3 act	AHR act	PP5 inh	procasp7 counter	TPT1 inhibitor
CCN(CC)S(=O)(=O)c1ccc(-c2cn3ccc(C)cc3n2)cc1
→ 4	-14	1	1	1	-7	3.4	10	-1
O=C(Cc1ccc(Cl)cc1)NCC(=O)N1CCCC1
→ 11	-4	-1	0	-1	-1	3.0	5	-3
CCCN(CCC)CCNc1c(NC2CCN(C(=O)OCC)CC2)c(=O)c1=O
→ -4	-4	-2	2	3	0	0.7	3	-4
N#Cc1ncn(-c2ccc(Oc3ccccc3)cc2)c1N
→ 5	2	-5	-3	4	4	2.3	1	-2
O=C(NC1CCCCC1)c1cccc(S(=O)(=O)N2CCOCC2)c1
→ -1	-5	-5	-4	-4	2	-1.3	1	0
O=C(COC(=O)Cc1c[nH]c2ccccc12)Nc1cc(S(=O)(=O)N2CCOCC2)ccc1Cl
→ 9	.	.	.	-4	7	.	10	.
COc1cccc(NC(C)C(=O)N2CC(C)OC(C)C2)c1 (stereo unspecified)
→ -6	-5	-3	0	4	3	-0.8	2	-2
COC(=O)Cn1c(N2CCCC2)nc2c1c(=O)n(C)c(=O)n2C
→ 0	-12	-2	0	3	-2	0.8	4	-3

2 compounds picked at random from the list so far:
Below each compound: PAFAH2 inh	core dimer inh	PP1 inh	CTSL1 counter	proCasp3 act	AHR act	PP5 inh	procasp7 counter	TPT1 inhibitor
CCCN(CCC)CCNc1c(NC2CCN(C(=O)OCC)CC2)c(=O)c1=O
→ -4	-4	-2	2	3	0	0.7	3	-4
COc1cccc(NC(C)C(=O)N2CC(C)OC(C)C2)c1 (stereo unspecified)
→ -6	-5	-3	0	4	3	-0.8	2	-2
